Compound activity deposited in PubChem by several laboratories.
BoNT-F LC inh – BoNT F light chain protease inhibition | Multiplex microsphere protease cleavage assay, flow cytometry | inhibition, % at 10 µM | 360,000 tested, 0.22% active; in the data active = inhibition above about 35%, passing the limit was not always enough; inconclusive = no clear call, values can overlap the other calls; also: plate controls were buffer without enzyme for full effect and enzyme alone for no effect
CCHF vOTU inh – CCHFV vOTU protease inhibition; Pep-AMC fluorescence; inhibition, % at 11.5 µM; 370,000 tested, 0.55% active; AID 651958; also: 0% = vehicle wells with enzyme and 100% = no enzyme wells
BoNT A protease – blocks Botulinum neurotoxin A light chain protease; 360,000 tested, 0.17% active; multiplex microsphere protease substrate cleavage, flow cytometry; inhibition, % at 10 µM; AID 588499; in the data active = inhibition above about 30%; inconclusive = no clear call, values can overlap the other calls; also: plate controls were buffer without enzyme for full effect and enzyme alone for no effect
FadD28 FP inh – M. tuberculosis FadD28 bisubstrate binding inhibition. FadD28 bisubstrate probe binding, fluorescence polarization. inhibition, % at 12.5 µM. 360,000 tested, 0.22% active. AID 588549; in the data active = inhibition above about 8.5%, passing the limit was not always enough; inconclusive = no clear call, values can overlap the other calls
FBA Mtb inh – inhibits M. tuberculosis FBA enzyme. P9WQA3. purified M. tuberculosis FBA, fluorescence read-out. inhibition, % at 1 µM. 360,000 tested, 2.3% active; in the data active = inhibition above about 27%;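 also: 0% = vehicle and 100% = reference inhibitor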
Target sequence (P9WQA3 whole entry, looked up): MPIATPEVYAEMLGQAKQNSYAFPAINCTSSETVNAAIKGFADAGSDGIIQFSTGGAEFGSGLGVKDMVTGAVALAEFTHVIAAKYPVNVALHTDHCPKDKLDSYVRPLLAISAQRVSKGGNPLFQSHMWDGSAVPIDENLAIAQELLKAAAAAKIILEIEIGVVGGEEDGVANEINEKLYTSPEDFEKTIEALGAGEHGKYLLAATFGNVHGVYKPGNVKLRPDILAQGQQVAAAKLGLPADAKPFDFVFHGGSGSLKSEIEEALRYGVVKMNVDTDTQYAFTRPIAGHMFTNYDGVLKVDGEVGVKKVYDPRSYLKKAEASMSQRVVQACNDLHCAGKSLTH
PrPC TRFRET – cell surface PrPC inhibition, primary TR-FRET screen | P04156 | 370,000 tested, 0.43% active | TR-FRET read-out | inhibition, % at 13.8 µM | AID 720596; in the data active = inhibition above about 24%; also: 0% = median of the test wells and 100% = reference compound wells
BioA inh – BioA (M. tuberculosis) enzyme inhibition; purified M. tuberculosis BioA enzyme, plate reader; inhibition, % at 9.99 µM; 360,000 tested, 0.096% active; AID 602481; in the data active = inhibition above about 40%; inconclusive = no clear call, values can overlap the other calls
GDH-TPI inh – inhibits GDH-TPI coupling enzymes, artifact for Mtb FBA screen; 360,000 tested, 1.2% active; GDH-TPI coupled enzyme counterscreen, NADH absorbance; inhibition, % at 4.8 µM;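 also: 0% = DMSO wells and 100% = wells lacking the enzyme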
Mtb UGM inh – Mtb UDP-galactopyranose mutase inhibition | P9WIQ1 | 320,000 tested, 0.06% active | inhibition, % at 10 µM | purified UGM, fluorescence polarization probe displacement; in the data active = inhibition above about 10%, passing the limit was not always enough; inconclusive = no clear call, values can overlap the other calls
Target sequence (P9WIQ1 whole entry, looked up): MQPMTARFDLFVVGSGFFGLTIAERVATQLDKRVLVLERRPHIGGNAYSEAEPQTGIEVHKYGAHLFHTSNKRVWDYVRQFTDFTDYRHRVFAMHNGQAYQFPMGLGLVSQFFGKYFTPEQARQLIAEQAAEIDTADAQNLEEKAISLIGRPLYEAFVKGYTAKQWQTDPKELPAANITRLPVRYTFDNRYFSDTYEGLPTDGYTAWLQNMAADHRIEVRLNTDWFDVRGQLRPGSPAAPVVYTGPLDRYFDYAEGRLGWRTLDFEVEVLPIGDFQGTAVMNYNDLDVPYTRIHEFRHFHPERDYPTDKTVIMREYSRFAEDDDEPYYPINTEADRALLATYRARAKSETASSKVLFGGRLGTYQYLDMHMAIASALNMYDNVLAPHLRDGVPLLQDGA
* = called active by the depositor. Rule as the data show it, unless noted: active = inhibition above about 30%; inactive = the rest. Outcome played no part in choosing rows; any-hit rate near 4.8%.

Screening Clc1ccc(-c2nnc(-c3ccc(Br)cc3)c(N3CCSCC3)n2)cc1 returned BoNT-F LC inh -1, CCHF vOTU inh -28, BoNT A protease 11, FadD28 FP inh -2.9, FBA Mtb inh 0, PrPC TRFRET -2, BioA inh 0.9, GDH-TPI inh 2 and Mtb UGM inh -3.4.
For Cc1nn(-c2ccccc2)c(Cl)c1/C=C/C(=O)c1ccc(O)cc1 the results were BoNT-F LC inh -8, CCHF vOTU inh -17, BoNT A protease -1.0, FadD28 FP inh 0.0, FBA Mtb inh -4, PrPC TRFRET -1, GDH-TPI inh 22 and Mtb UGM inh 2.1.
Cc1ccccc1S(=O)(=O)NC(=O)C1(C)CCN1C(=O)C1CCCCC1 (configuration not stated) was read as BoNT-F LC inh -2, CCHF vOTU inh -6, BoNT A protease -0.1, FadD28 FP inh 0.9, FBA Mtb inh 2, PrPC TRFRET 2, BioA inh -1.0 and GDH-TPI inh 4.
`CC(CC(C)C(=O)N1CCOCCN(C(=O)C(C)CC(C)C(=O)O)CCOCC1)C(=O)O` (configuration not stated) gave BoNT-F LC inh 0, CCHF vOTU inh -1, BoNT A protease 0.0, FadD28 FP inh -2.5, FBA Mtb inh 2, PrPC TRFRET 2, BioA inh -0.1, GDH-TPI inh -11 and Mtb UGM inh -3.4.
Screening O=C(Cc1ccccc1[N+](=O)[O-])NNC(=O)c1cccs1 returned BoNT-F LC inh -4, CCHF vOTU inh -3, BoNT A protease -1.2, FadD28 FP inh 1.6, FBA Mtb inh 3, PrPC TRFRET -12, BioA inh 0.4, GDH-TPI inh 2 and Mtb UGM inh -1.2.
For O=C(CSc1nccn1Cc1ccco1)Nc1ccccc1 the results were BoNT-F LC inh -4, CCHF vOTU inh -12, BoNT A protease -4.5, FadD28 FP inh 0.3, FBA Mtb inh 0, PrPC TRFRET 4, BioA inh 0.2, GDH-TPI inh 6 and Mtb UGM inh -5.3.
`COc1cccc(OCc2nc3ncc(Br)cc3[nH]2)c1` gave BoNT-F LC inh -6, CCHF vOTU inh 1, BoNT A protease -0.8, FadD28 FP inh -1.2, FBA Mtb inh 4, PrPC TRFRET 2, BioA inh 0.1, GDH-TPI inh 9 and Mtb UGM inh 1.2.
O=[N+]([O-])c1ncc(Br)cc1Nc1ccccc1 was read as BoNT-F LC inh -10, CCHF vOTU inh 7, BoNT A protease -1.1, FadD28 FP inh -0.5, FBA Mtb inh -6, PrPC TRFRET -35, GDH-TPI inh -4 and Mtb UGM inh 0.2.
`CC(=O)NS(=O)(=O)c1ccc(N2C(=O)c3ccccc3C2=O)cc1` gave BoNT-F LC inh -6, CCHF vOTU inh -6, BoNT A protease -0.1, FadD28 FP inh 1.1, FBA Mtb inh -2, PrPC TRFRET -7, GDH-TPI inh 3 and Mtb UGM inh 0.1.
`Cc1cccc(C(=O)Nc2cccc(C(=O)N/N=C/c3ccc4c(c3)OCO4)c2)c1` gave BoNT-F LC inh 5, CCHF vOTU inh 3, BoNT A protease 2.2, FadD28 FP inh -7.4, FBA Mtb inh 5, PrPC TRFRET 10, BioA inh -2.4, GDH-TPI inh 26 and Mtb UGM inh 2.7.
Cn1c(=O)c2cc(NC(=O)Cc3ccccc3F)ccc2n1C/C=C/c1ccccc1 was read as BoNT-F LC inh -2, CCHF vOTU inh -33, BoNT A protease -0.4, FadD28 FP inh 0.3, FBA Mtb inh 62*, PrPC TRFRET 2, BioA inh -1.2 and GDH-TPI inh 9.
CCOc1ccc(S(=O)(=O)N(C)CC(=O)N2CCCC2)cc1 was read as BoNT-F LC inh 16, CCHF vOTU inh -12, BoNT A protease 2.0, FadD28 FP inh 1.0, FBA Mtb inh -2, PrPC TRFRET -2, BioA inh -0.3, GDH-TPI inh -3 and Mtb UGM inh 0.0.
O=C(C[C@H]1C[C@H](C(=O)N2CCCCC2)[C@@]2(CCc3ccccc3)c3[nH]c4cc(-c5ccco5)ccc4c3CCN2C1=O)NCc1cccc(C(F)(F)F)c1 was read as BoNT-F LC inh -3, CCHF vOTU inh 1, BoNT A protease -0.3, FadD28 FP inh -1.9, FBA Mtb inh 13, PrPC TRFRET -1, BioA inh -2.2 and GDH-TPI inh 9.
`CSc1ccc(/C=N/NC(=O)c2ccc(O)cc2)cc1` gave BoNT-F LC inh 23, CCHF vOTU inh 7, BoNT A protease 1.7, FadD28 FP inh -0.4, FBA Mtb inh 8, PrPC TRFRET 9, GDH-TPI inh 55* and Mtb UGM inh 0.9.
For C#CCn1ccc(O)c(Cc2ccccc2)c1=O the results were BoNT-F LC inh 9, CCHF vOTU inh -6, BoNT A protease 1.9, FadD28 FP inh -2.0, FBA Mtb inh 3, PrPC TRFRET 9, BioA inh 0.4, GDH-TPI inh 9 and Mtb UGM inh -3.2.
For Cc1ccc(-n2nnnc2SCC(=O)Nc2ccc3c(c2)OCCO3)cc1C the results were BoNT-F LC inh 5, CCHF vOTU inh 10, BoNT A protease 0.3, FadD28 FP inh -1.9, FBA Mtb inh 0, PrPC TRFRET 3, BioA inh -1.5, GDH-TPI inh 4 and Mtb UGM inh -0.2.
`CCc1noc(C)c1C(=O)N1CCSC1=Nc1cccc(Cl)c1C` gave BoNT-F LC inh 5, CCHF vOTU inh 6, BoNT A protease 0.5, FadD28 FP inh -5.7, FBA Mtb inh -2, PrPC TRFRET -1, BioA inh 0.5, GDH-TPI inh -2 and Mtb UGM inh 0.1.
`CN(C)c1ccc(/C=N/n2c(-c3ccccc3Br)n[nH]c2=S)cc1` gave BoNT-F LC inh inconclusive, CCHF vOTU inh 0, BoNT A protease 5.5, FadD28 FP inh -0.5, FBA Mtb inh 0, PrPC TRFRET -5, BioA inh -0.7, GDH-TPI inh 54* and Mtb UGM inh 1.0.
`CCn1c(SCC(=O)NCc2ccc(F)cc2)nc2c(c1=O)SC(C)C2` (configuration not stated) gave BoNT-F LC inh 2, CCHF vOTU inh 11, BoNT A protease 0.5, FadD28 FP inh -3.4, FBA Mtb inh -5, PrPC TRFRET -16, BioA inh 17, GDH-TPI inh -1 and Mtb UGM inh 2.7.
For CN(Cc1ccccc1)C(=O)c1ccccc1-c1ccccc1 the results were BoNT-F LC inh 6, CCHF vOTU inh 0, BoNT A protease -0.9, FadD28 FP inh -2.8, FBA Mtb inh 1, PrPC TRFRET 8, BioA inh -0.9, GDH-TPI inh 3 and Mtb UGM inh -2.2.

Gathered by group, the entries above containing a furan ring, fused or not.
For O=C(CSc1nccn1Cc1ccco1)Nc1ccccc1 the results were BoNT-F LC inh -4, CCHF vOTU inh -12, BoNT A protease -4.5, FadD28 FP inh 0.3, FBA Mtb inh 0, PrPC TRFRET 4, BioA inh 0.2, GDH-TPI inh 6 and Mtb UGM inh -5.3.
O=C(C[C@H]1C[C@H](C(=O)N2CCCCC2)[C@@]2(CCc3ccccc3)c3[nH]c4cc(-c5ccco5)ccc4c3CCN2C1=O)NCc1cccc(C(F)(F)F)c1 was read as BoNT-F LC inh -3, CCHF vOTU inh 1, BoNT A protease -0.3, FadD28 FP inh -1.9, FBA Mtb inh 13, PrPC TRFRET -1, BioA inh -2.2 and GDH-TPI inh 9.

(listing goes on)
Cc1c(CC(=O)N2CCC(O)CC2)c(=O)oc2cc3c(cc12)CCC1(CCCCC1)O3 was read as BoNT-F LC inh -5, CCHF vOTU inh -156, BoNT A protease -0.7, FadD28 FP inh -2.0, FBA Mtb inh 181*, PrPC TRFRET 0, BioA inh 2.6 and GDH-TPI inh 29.
Screening O=C(NNc1ccccn1)C(=O)NNS(=O)(=O)c1ccc(Cl)cc1 returned BoNT-F LC inh 0, CCHF vOTU inh -4, BoNT A protease -1.3, FadD28 FP inh 0.2, FBA Mtb inh 2, PrPC TRFRET -3, BioA inh -1.7, GDH-TPI inh 8 and Mtb UGM inh -0.2.
CC(=O)Nc1ccc(S(=O)(=O)NCC(=O)NNC(=O)c2csc(N3CCOCC3)n2)cc1 was read as BoNT-F LC inh -14, CCHF vOTU inh 12, BoNT A protease -0.4, FadD28 FP inh -3.6, FBA Mtb inh -1, PrPC TRFRET -9, BioA inh -1.0, GDH-TPI inh 1 and Mtb UGM inh 4.1.
Screening CC12CCC(C(=O)NCc3ccccn3)(OC1=O)C2(C)C (configuration not stated) returned BoNT-F LC inh -13, CCHF vOTU inh -1, BoNT A protease -0.2, FadD28 FP inh -0.7, FBA Mtb inh 2, PrPC TRFRET 6, BioA inh -1.8, GDH-TPI inh 6 and Mtb UGM inh -1.9.
`O=S(=O)(N/N=C/c1ccccc1OCc1ccc(Cl)cc1)c1ccccc1` gave BoNT-F LC inh -4, CCHF vOTU inh -3, BoNT A protease -0.3, FadD28 FP inh -2.8, FBA Mtb inh -2, PrPC TRFRET -3, GDH-TPI inh -1 and Mtb UGM inh -1.1.
`O=C(NC1CCCCC1)C(c1ccc(F)cc1)N(Cc1ccc2c(c1)OCO2)C(=O)c1cnsn1` (configuration not stated) gave BoNT-F LC inh -7, CCHF vOTU inh 11, BoNT A protease 0.5, FadD28 FP inh -4.4, FBA Mtb inh -2, PrPC TRFRET -4, BioA inh -0.5, GDH-TPI inh -7 and Mtb UGM inh 0.1.
Screening CCN(CC1CCCN(CCc2cccc(OC)c2)C1)C(=O)C=C(C)C (configuration not stated) returned BoNT-F LC inh -2, CCHF vOTU inh -15, BoNT A protease -0.4, FadD28 FP inh -2.0, FBA Mtb inh 1, PrPC TRFRET -5, BioA inh -1.2, GDH-TPI inh -1 and Mtb UGM inh 0.0.
Screening Cc1ccc(C(=O)NC(=S)Nc2ccccc2C(F)(F)F)cc1 returned BoNT-F LC inh -3, CCHF vOTU inh 7, BoNT A protease -0.2, FadD28 FP inh -1.3, FBA Mtb inh -8, PrPC TRFRET 0, BioA inh 0.3, GDH-TPI inh -2 and Mtb UGM inh 0.2.
For O=C(c1cccc(Cl)c1)C1CCCN(S(=O)(=O)c2ccccc2)C1 (configuration not stated) the results were BoNT-F LC inh -5, CCHF vOTU inh 12, BoNT A protease -4.0, FadD28 FP inh -2.0, FBA Mtb inh 2, PrPC TRFRET 2, BioA inh -2.7, GDH-TPI inh 2 and Mtb UGM inh -3.7.
For Oc1cccc(/C=N/NC(=S)NCCN2CCOCC2)c1O the results were BoNT-F LC inh -7, CCHF vOTU inh 3, BoNT A protease -0.6, FadD28 FP inh -3.4, FBA Mtb inh -2, PrPC TRFRET -4, GDH-TPI inh 16 and Mtb UGM inh 0.3.
Screening Cc1cccc(OCC(=O)NCCCNC(=O)c2ccco2)c1 returned BoNT-F LC inh 21, CCHF vOTU inh -1, BoNT A protease -2.6, FadD28 FP inh 0.3, FBA Mtb inh 2, PrPC TRFRET -2, BioA inh -1.9, GDH-TPI inh -4 and Mtb UGM inh 5.0.
`CCOC(=O)Cc1[nH]nc2c1C(Cc1ccccc1)C(C#N)=C(N)O2` (configuration not stated) gave BoNT-F LC inh inconclusive, CCHF vOTU inh -5, BoNT A protease 0.5, FadD28 FP inh -2.7, FBA Mtb inh 2, PrPC TRFRET -2, BioA inh 0.1, GDH-TPI inh -12 and Mtb UGM inh 2.1.
O=C(Nc1ccc(Cl)cc1F)C1CC1c1ccccc1 (configuration not stated) was read as BoNT-F LC inh 10, CCHF vOTU inh 10, BoNT A protease 1.2, FadD28 FP inh -3.2, FBA Mtb inh -5, PrPC TRFRET -5, BioA inh 0.9, GDH-TPI inh -6 and Mtb UGM inh -0.3.
O=C(NCCCN1CCOCC1)c1ccc(/C=C2\Oc3ccccc3N(Cc3ccccc3F)C2=O)cc1 was read as BoNT-F LC inh 3, CCHF vOTU inh 1, BoNT A protease -0.1, FadD28 FP inh -1.0, FBA Mtb inh 25, PrPC TRFRET -12, BioA inh -1.3, GDH-TPI inh 25 and Mtb UGM inh 0.0.
`Cc1ccc(C(=O)c2cn[nH]c2-c2cc(Cl)ccc2O)cc1` gave BoNT-F LC inh -9, CCHF vOTU inh -10, BoNT A protease -0.5, FadD28 FP inh -12, FBA Mtb inh -6, PrPC TRFRET -10, BioA inh 4.3, GDH-TPI inh -5 and Mtb UGM inh 3.3.
Screening CN1CCN(NC(=O)CN2C(=O)/C(=C/c3ccccc3Cl)SC2=S)CC1 returned BoNT-F LC inh -6, CCHF vOTU inh 11, BoNT A protease -1.4, FadD28 FP inh 0.2, FBA Mtb inh 0, PrPC TRFRET -12, BioA inh -1.8, GDH-TPI inh 22 and Mtb UGM inh -2.2.
